# CHOP UPR activ = apoptotic UPR (CHOP) activation; CHO-CHOP luciferase reporter, luminescence; percent of tunicamycin response over DMSO baseline; activation, % at 10 µM; 0.34% of 330,000 active;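 active = at 10 µM dose, activation of 40% or more, normalized to positive control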;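 note: 100% = tunicamycin at 10 µg/mL and 0% = DMSO alone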
#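 Material: CHO-CHOP cells, stable luciferase reporter of PERK-eIF2a-CHOP signalling; quantity: 500 reporter cells seeded per well; buffer or medium: F12 medium containing 10% fetal bovine serum; compound: one dose, 10 µM in 0.5% DMSO; incubation: 6 h compound treatment, 37 °C; measured by: Steady-Glo luciferase luminescence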
# Mdm2-MdmX inh = human Mdm2/MdmX binding inhibition; O15151+Q00987; SaOS-2 split-luciferase Mdm2/MdmX complementation, luminescence; inhibition, % at 8 µM; 3% of 330,000 active; AID 485346;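 active = inhibition of at least 50% at 8 µM in the primary screen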
# tim23-1 inh = inhibits growth of tim23-1 mutant yeast | 1.3% of 330,000 active | S. cerevisiae tim23-1 growth, BacTiter-Glo luminescence, 24 h | inhibition, % at 20 µM | AID 463212;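 active = growth inhibition of the mutant yeast at or above 50%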;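 note: temperature-sensitive mutant grown at 25 °C; plate controls were DMSO-treated mutant yeast for no effect and medium wells lacking yeast for full effect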
# APJ antag = antagonists of human APJ apelin receptor. AID 2521. P35414. inhibition, % at 20 µM. 0.32% of 330,000 active. CHO-K1 APJ beta-arrestin complementation, luminescence;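 active = inhibition above about 40% at 20 µM, limit read from the data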;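 note: cells challenged with 10 nM apelin-13 agonist together with compound; plate controls were apelin-13 plus DMSO wells for no effect and DMSO wells lacking apelin-13 for full effect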
# Target sequence (P35414 whole entry, looked up): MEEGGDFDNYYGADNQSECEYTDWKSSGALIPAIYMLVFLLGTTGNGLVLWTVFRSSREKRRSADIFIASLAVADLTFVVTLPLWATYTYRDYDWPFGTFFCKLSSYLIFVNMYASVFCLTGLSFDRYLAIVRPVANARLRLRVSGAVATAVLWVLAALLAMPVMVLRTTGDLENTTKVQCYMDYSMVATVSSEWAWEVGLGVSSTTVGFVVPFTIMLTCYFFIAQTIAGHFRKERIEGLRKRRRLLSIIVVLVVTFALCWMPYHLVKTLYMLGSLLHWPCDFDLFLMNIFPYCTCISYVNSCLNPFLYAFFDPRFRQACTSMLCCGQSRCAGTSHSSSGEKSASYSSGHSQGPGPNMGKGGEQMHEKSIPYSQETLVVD
# XBP1 UPR activ = adaptive UPR (XBP1) activation; CHO-XBP1 luciferase reporter, IRE1-XBP1 UPR activation, luminescence; percent of tunicamycin response, DMSO as zero; activation, % at 20 µM; 0.33% of 330,000 active; AID 463104;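 active = versus positive control, 20 µM dose yields 30% or more activation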;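 note: 100% = tunicamycin at 10 µg/mL and 0% = DMSO only wells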
#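 Assay system: CHO-XBP1 luciferase reporter cells; Schedule: 6 h treatment, 37 °C; Detection: glow luminescence from Steady-Glo reagent; Benchmarks: high control tunicamycin 10 µg/mL final, low control DMSO vehicle only.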
# Jurkat NFkB inh = inhibitors of the PMA/ionomycin-induced NF-kB reporter in Jurkat cells; PMA/ionomycin-induced NF-kB luciferase reporter, luminescence; inhibition, % at 4 µM; 0.53% of 330,000 active; AID 435003; in the data active = inhibition above about 50%
# 697 NFkB inh = inhibitors of the PMA/ionomycin-induced NF-kB reporter in 697 B cells. 697 B-cell NF-kB luciferase reporter, 16 h. inhibition, % at 4 µM. 0.33% of 330,000 active. AID 435022; in the data active = inhibition above about 35%
# APJ ag = agonists of human APJ apelin receptor; P35414; CHO-K1 APJ PathHunter beta-arrestin, luminescence; 0% DMSO wells, 100% apelin; activation, % at 20 µM; 0.11% of 330,000 active; AID 2520;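 active = activation more than six SD over the plate average, tested at 20 µM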;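 note: 0% = DMSO alone and 100% = apelin-13 at 10 nM; some results filed as inactive read as strong as hits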
#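 Assay system: engineered CHO-K1 APJ arrestin reporter cells; Amount: 1000 CHO-K1 reporter cells seeded per well; Dosing: one dose, 20 µM compound, 1% DMSO; Times: compound stimulation 90 min at 25 °C, detection 60 min; Measured by: luminescent beta-gal fragment complementation, chemiluminescent substrate; Read-out: APJ–arrestin association signal; Controls: DMSO vs Apelin-13 10 nM.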
# * marks the source's active call; other numbers are inactive results; . = not tested or not shown.
# The opening 2 entries, ahead of the listing:
SMILES,CHOP UPR activ,Mdm2-MdmX inh,tim23-1 inh,APJ antag,XBP1 UPR activ,Jurkat NFkB inh,697 NFkB inh,APJ ag
Cc1ccc(OCC(=O)NCCc2c[nH]c3ccccc23)cc1,0.3,11,5,-13,1,-15,-33,-2
COc1ccc(-n2nc3c(c2NC(=O)CCl)CSC3)cc1,49*,46,-52,5,-5,7,-14,1

# All compounds of this part, from the first entry:
SMILES,CHOP UPR activ,Mdm2-MdmX inh,tim23-1 inh,APJ antag,XBP1 UPR activ,Jurkat NFkB inh,697 NFkB inh,APJ ag
Cc1ccc(OCC(=O)NCCc2c[nH]c3ccccc23)cc1,0.3,11,5,-13,1,-15,-33,-2
COc1ccc(-n2nc3c(c2NC(=O)CCl)CSC3)cc1,49*,46,-52,5,-5,7,-14,1
CC(=O)N1CCN(S(=O)(=O)c2c(F)cc(F)c(Cl)c2F)CC1,-0.5,21,7,-18,0,13,15,3
Nc1nonc1-c1nc2ccccc2n1CC(=O)NC1CCCC1,1.9,-4,3,4,-2,-14,1,-4
COc1ccc(Br)cc1/C=C/C(=O)Nc1ccc2ccccc2c1,3.0,16,3,0,-4,-23,-5,-3
Cc1ccccc1C(=O)NNC(=O)C(C)N1C(=O)c2ccccc2C1=O (stereo not given),0.1,7,-4,12,-4,9,17,1
COc1cc(C(=O)COC(=O)c2cc([N+](=O)[O-])ccc2N2CCOCC2)ccc1OC(F)F,1.2,24,14,-31,1,3,-9,-3
Cc1cccc(C(=O)NNC(=O)c2ccc(O)cc2)c1,0.2,9,-3,-4,-3,3,-2,0
CCOc1ccc(C(=O)COC(=O)C2COc3ccccc3O2)cc1 (stereo not given),0.6,-3,26,12,-3,5,-15,-2
Cc1cccc(C)c1NC(=O)N1C2CCCC1CC(NC(=O)C(C)(C)C)C2 (stereo not given),0.2,-12,7,8,0,6,-1,-6

# A different layout for part of the listing above:
COc1cc(C(=O)COC(=O)c2cc([N+](=O)[O-])ccc2N2CCOCC2)ccc1OC(F)F
  CHOP UPR activ: 1.2
  Mdm2-MdmX inh: 24
  tim23-1 inh: 14
  APJ antag: -31
  XBP1 UPR activ: 1
  Jurkat NFkB inh: 3
  697 NFkB inh: -9
  APJ ag: -3

Cc1cccc(C(=O)NNC(=O)c2ccc(O)cc2)c1
  CHOP UPR activ: 0.2
  Mdm2-MdmX inh: 9
  tim23-1 inh: -3
  APJ antag: -4
  XBP1 UPR activ: -3
  Jurkat NFkB inh: 3
  697 NFkB inh: -2
  APJ ag: 0

# Next compounds follow.
SMILES,CHOP UPR activ,Mdm2-MdmX inh,tim23-1 inh,APJ antag,XBP1 UPR activ,Jurkat NFkB inh,697 NFkB inh,APJ ag
Clc1ccc(OCCCc2nc(-c3ccncc3)no2)c(Cl)c1,-1.7,-18,-176,-3,-1,20,5,-7
O=C1C2CC=CCC2C(=O)N1c1n[nH]c(CCc2ccccc2)n1 (stereo not given),-3.2,1,8,-12,-1,7,4,-3
CC(C)Oc1ccccc1C1CC(=O)Nc2cc3c(cc21)OCCO3 (stereo not given),-1.0,48,27,1,6,78*,-20,-3
CC(C)(C)[C@H]1C=C(C(=O)N2CCN(Cc3ccc4c(c3)OCO4)CC2)O[C@@H](OCCCCO)C1,-0.1,4,10,23,-1,9,12,-2
COc1ccc(-c2nnn(CC(=O)c3c[nH]c4ccccc34)n2)cc1OC,-0.7,31,5,6,-5,-3,9,6
CC(C)[C@@H]1CC[C@@H](C)c2c(-c3ccccc3)n[nH]c21,-2.7,-1,47,-14,-1,-5,-23,-1
O=C(/C=C/c1ccc(Cl)c([N+](=O)[O-])c1)c1ccc(O)cc1,31,99*,14,-18,2,-3,-39,-4
CC(C)N(C(=O)Cc1ccccc1[N+](=O)[O-])C(C)C,-1.3,16,14,4,-1,13,21,-1
Cc1ccc(-n2c(SCc3nc4ccccc4c(=O)[nH]3)nnc2-c2ccccc2O)cc1,2.2,0,32,2,-3,-8,-20,-2
Brc1ccccc1/C=N/Nc1nc2ccccc2o1,13,36,-19,11,5,-69,-62,-5

# In the list so far, these have four or more nitrogen atoms.
SMILES,CHOP UPR activ,Mdm2-MdmX inh,tim23-1 inh,APJ antag,XBP1 UPR activ,Jurkat NFkB inh,697 NFkB inh,APJ ag
Nc1nonc1-c1nc2ccccc2n1CC(=O)NC1CCCC1,1.9,-4,3,4,-2,-14,1,-4
O=C1C2CC=CCC2C(=O)N1c1n[nH]c(CCc2ccccc2)n1 (stereo not given),-3.2,1,8,-12,-1,7,4,-3
COc1ccc(-c2nnn(CC(=O)c3c[nH]c4ccccc34)n2)cc1OC,-0.7,31,5,6,-5,-3,9,6
Cc1ccc(-n2c(SCc3nc4ccccc4c(=O)[nH]3)nnc2-c2ccccc2O)cc1,2.2,0,32,2,-3,-8,-20,-2

# (next part)
SMILES,CHOP UPR activ,Mdm2-MdmX inh,tim23-1 inh,APJ antag,XBP1 UPR activ,Jurkat NFkB inh,697 NFkB inh,APJ ag
CCCN(CC(=O)Nc1ccccc1C)C(=O)c1ccc(-c2ccc([N+](=O)[O-])cc2)o1,0.9,-7,13,18,-2,17,20,-2
CC(C)c1ccc(CN(C)C(=O)c2ccc(S(=O)(=O)NCc3ccco3)cc2)cc1,-1.4,7,44,-6,-2,4,-18,-2
Cc1ccc(C(=O)N/C(=C/c2cccs2)C(=O)NCc2ccco2)cc1,1.3,-18,9,12,-1,-16,-2,3
CCOc1ccc2c(c1)C(c1ccc(C)cc1)=NNC(c1ccc(C)cc1)=N2,2.7,24,10,19,12,3,-61,-2
CCN(CC)c1ccc(/C=C/C(=O)C2C(=O)C=C(C)OC2=O)cc1 (stereo not given),4.2,-52,25,9,1,5,-52,-3
O=C(CN1CCN(c2ccccn2)CC1)Nc1cccc(C(F)(F)F)c1,0.2,-8,10,17,-1,7,-7,1
CCN1CCCC1CNC(=O)C1CCN(C(=O)c2cc3sccc3n2Cc2ccc(F)cc2)CC1 (stereo not given),1.1,30,14,0,-1,4,-8,-2
Cc1ccc(CC2CC(=O)N(c3cc(C)on3)C2=O)cc1 (stereo not given),-1.9,4,-12,7,-3,-7,-1,-2
CCN(CC)CCNC(=O)C(=O)NCC1OCCN1S(=O)(=O)c1cccs1 (stereo not given),0.4,20,-15,-22,-5,5,6,2
COC(=O)c1ccc(C(=O)OC)c(NC(=O)CN2CCN(c3ccc(OC)cc3)CC2)c1,-1.7,29,-12,-12,-2,1,20,-3
C=CCOC(=O)C1=C(C)Nc2[nH]c(=O)[nH]c(=O)c2C1c1cccc(OC)c1 (stereo not given),0.7,-13,5,24,-2,-5,-17,10
CCC(C)NC(=O)COC(=O)Cc1sc(N)nc1-c1ccc(C)cc1 (stereo not given),-0.8,2,17,3,0,-4,-19,-2
CCOc1ccccc1NC(=O)c1nc[nH]c1C(=O)Nc1ccccc1OCC,3.3,31,12,-15,6,28,-30,-3
COc1ccc(CCNC(=O)COC(=O)c2cnc(C)cn2)cc1,-1.4,-5,-7,20,-4,3,19,-4
Cc1ccc(/C=C/C(=O)N(Cc2cccs2)C2CCS(=O)(=O)C2)cc1 (stereo not given),0.4,-9,8,-8,1,-11,9,-2
O=C(Nc1ccccn1)C1(c2cccs2)CCOCC1,-0.7,-35,1,-10,2,-10,0,0
O=c1c2ccccc2nnn1Cc1ccccc1Cl,-2.0,7,8,13,1,-8,-2,-3
Cc1ccc(S(=O)(=O)N2CCOCC2)cc1NC(=O)COC(=O)CCn1c(C)csc1=O,-1.0,4,0,13,-4,-17,-3,0
CCOc1ccc(N(CC(=O)N2CCCCCC2)S(=O)(=O)c2ccc(F)cc2)cc1,-1.1,14,30,-3,-2,7,-5,-3
CCN(/C=N/c1sc2c(c1C#N)CC(C)(C)NC2(C)C)CC,0.8,-3,-16,-3,4,-20,-16,-4
COC(=O)[C@@H]1CC[C@H](C)[C@@H](c2ccc(C)cc2)N1C(=O)c1ccc(/C=N/OC[C@@H](O)COCc2ccco2)cc1,1.7,9,32,-9,-1,21,0,-3
Cc1ccc(C2=[N+]([O-])C3(CCCCC3=O)N(O)C2(C)C)cc1 (stereo not given),-1.1,-12,6,3,-3,-2,33,3
CCCCCC(=O)Nc1cccc(C2=NOC3(C2)C[C@H](C(N)=O)N(C(=O)CC)C3)c1 (stereo not given in full),-0.4,-5,12,-1,1,16,12,-2
CCN1C(=O)/C(=C2/C=CC=CN2C)SC1=S,-2.1,-7,5,-1,1,-6,15,-4
O=C(NCCc1ccccc1)C(=O)Nc1ccc2c(c1)OCCO2,4.2,-13,-9,-3,5,-27,-34,0
CC[C@]1(C(=O)OC)[C@H]2C(=O)N(C)C(=O)[C@H]2[C@H]2CN=C(SCc3ccc(Cl)cc3)N21,1.4,17,37,.,2,.,-3,.
CCOP(=O)(c1ccccc1)C(O)c1ccc([N+](=O)[O-])cc1 (stereo not given),-0.8,9,-7,15,-1,-7,3,-1
COc1cc(/C=C/C(=O)OCC(=O)NCc2ccco2)ccc1OCC#N,0.9,-3,6,-10,-1,-7,23,-3
CCn1c(CCn2ccnc2C)n[nH]c1=S,-1.5,6,-3,-9,-2,-27,2,0
COc1cccc(NC(=S)NC2CC(C)(C)NC(C)(C)C2)c1,6.3,16,12,11,0,-17,-7,2
Cc1c(C(N)=O)sc2ncn(CC(=O)N3CCC(C)CC3)c(=O)c12,0.6,-4,-1,-13,-3,-11,2,2
COc1cccc(NC(=O)N2CCN(c3nnnn3-c3ccccc3)CC2)c1,0.8,2,-2,-2,1,6,21,-3
Cc1oc(C(=O)O)cc1COc1ccccc1Cl,1.5,-6,6,5,-2,16,5,-4
CCCCC1(C(=O)OCC)CC(CSC(=N)N)OC1=O (stereo not given),-1.0,-8,10,-21,-1,4,2,-5
CCCCn1c(N)c(N(CC(C)C)C(=O)c2cccc(S(=O)(=O)N3CCN(C(C)=O)CC3)c2)c(=O)[nH]c1=O,-0.7,7,-6,3,1,0,-9,-2
CCCOc1ccc(N2C(=O)CC(NCCCN3CCC(C(N)=O)CC3)C2=O)cc1 (stereo not given),-1.8,20,39,13,0,-1,11,-1
O=C1CCCN=C(Nc2ccc(F)c(Cl)c2)S1,2.0,11,12,-3,4,13,9,0
Cc1nccn1-c1ccc(C(F)(F)F)cc1NC=O,-1.4,0,0,30,-4,10,13,-2
O=C(CN1CCOCC1)Nc1ccc(Br)cc1,-1.0,17,-9,6,-3,-14,13,-2
O=C(Oc1ccccc1)c1cc2ccccc2oc1=O,1.5,-10,6,-6,0,1,3,0
COc1cc(SC)ccc1C(=O)N1CCc2ccccc21,0.2,21,25,9,-3,0,12,-3
O=C(CCCn1cncn1)N1CCCC(Nc2ccc(F)cc2)C1 (stereo not given),0.4,15,6,-6,-1,0,-1,10

# Only Mdm2-MdmX inh, for some of the entries so far:
Molecule	Mdm2-MdmX inh
Cc1c(C(N)=O)sc2ncn(CC(=O)N3CCC(C)CC3)c(=O)c12	-4
COc1cccc(NC(=O)N2CCN(c3nnnn3-c3ccccc3)CC2)c1	2
CCCCC1(C(=O)OCC)CC(CSC(=N)N)OC1=O (stereo not given)	-8
O=C(Oc1ccccc1)c1cc2ccccc2oc1=O	-10
CCCCn1c(N)c(N(CC(C)C)C(=O)c2cccc(S(=O)(=O)N3CCN(C(C)=O)CC3)c2)c(=O)[nH]c1=O	7
COc1cc(SC)ccc1C(=O)N1CCc2ccccc21	21
O=C(CCCn1cncn1)N1CCCC(Nc2ccc(F)cc2)C1 (stereo not given)	15

# Assay outcomes (PubChem)
